PERK inhibitor: block of dimerizer-induced PERK translation repression, primary screen, PERK inhibitor project, CHO PERK-DD cells, SEAP luminescence, HTS; Eukaryotic translation initiation factor 2-alpha kinase 3 (Homo sapiens), Q9NZJ5; CHO PERK-DD fusion, SEAP luminescence translation reporter; inhibition, % at 5.6 µM; actives 0.17% (n = 220,000);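 active = inhibition above the mean inhibition of all tested compounds plus 3 SD, set separately per screening campaign, cut at about 2.9% in these data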;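 note: PERK kinase domain activated by AP20187 dimerizer at 100 nM; 0% = DMSO with dimerizer and 100% = rapamycin at 8.4 µM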
thrombin 1536: human alpha-thrombin inhibitors, primary screen, counter-screen for coagulation protease inhibitor project, biochemical, 1536-well, fluorogenic AMC substrate | Boc-VPR-AMC fluorogenic substrate cleavage | inhibition, % at 5 µM | actives 0.26% (n = 220,000);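 active = inhibition at or above 40%; inactive = inhibition below 40%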;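 note: 0% = enzyme with no compound and 100% = wells without enzyme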
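Test system: human alpha-thrombin; medium: pH 7.5 Tris-saline with Tween 20; times: reaction at room temperature; signal: AMC fluorescence at 355 nm excitation and 460 nm emission; also added: Boc-VPR-AMC substrate, 15 µM final; dosing: one concentration per compound, 5 µM, with 0.2% DMSO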
FXIa inh 1536: human FXIa protease inhibitors, primary screen, biochemical, 1536-well | Coagulation factor XI (Homo sapiens), P03951 | purified FXIa, Boc-Glu-Ala-Arg-AMC fluorogenic substrate | inhibition, % at 5 µM | actives 0.14% (n = 220,000) | AID 798, 2007;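 active = inhibition of at least 40%; inactive = inhibition below 40%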;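 note: fluorescence of freed AMC excited at 355 nm; 0% = enzyme without compound and 100% = no enzyme blank; many of its hits are not listed in these tables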
KCC2 mod: KCC2 cotransporter modulators, thallium flux, primary screen, cell-based, HEK293 KCC2, FluoZin-2 fluorescence, MLSMR; KCC2 cells, thallium flux FluoZin-2 fluorescence; B-score of Tl+ flux slope (higher = more flux/activation; lower = inhibition) at 10 µM; actives 2.2% (n = 190,000); AID 1456, 2008;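 active = thallium flux slope and its plate-corrected score both differing from the plate sample mean at a set confidence after two filtering rounds, in either direction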;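 note: slope of fluorescence scaled to starting intensity during 10 to 20 s after thallium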
KLK5 inh: human KLK5 protease inhibitors, primary screen, biochemical, 1536-well | Kallikrein-5 (Homo sapiens), Q9Y337 | inhibition, % at 5 µM | AID 873, 2007 | actives 0.59% (n = 210,000) | recombinant hK5, fluorogenic AMC substrate cleavage;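 active = inhibition of 40% or more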;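 note: 0% = enzyme controls without compound and 100% = no-enzyme blanks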
Target sequence (Q9Y337 67-293 limits assumed): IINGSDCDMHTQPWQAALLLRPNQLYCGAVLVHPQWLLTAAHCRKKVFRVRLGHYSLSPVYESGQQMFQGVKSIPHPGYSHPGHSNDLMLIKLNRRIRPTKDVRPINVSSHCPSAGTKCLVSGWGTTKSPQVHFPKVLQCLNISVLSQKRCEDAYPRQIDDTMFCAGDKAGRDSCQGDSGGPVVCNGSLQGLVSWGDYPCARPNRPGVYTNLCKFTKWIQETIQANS
Furin inhibitor: human furin inhibitors, primary screen, biochemical, fluorescence intensity | P09958 | purified furin, fluorogenic substrate cleavage | inhibition, % at 30 µM | actives 0.061% (n = 220,000) | AID 463115, 2010; in the data active = inhibition above about 25%; note: inactives centre near -15
Wee1 degr inh: Wee1 degradation inhibitors, primary screen, cell-based, HeLa, Wee1K328M-luciferase, luminescence | Wee1-like protein kinase (Homo sapiens), P30291 | HeLa Luc-Wee1K328M stability; 100% = proteasome inhibitor MG132 effect | reporter increase, % at 5 µM | actives 1.2% (n = 220,000);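 active = activation above the mean of all tested compounds plus 3 SD, set per screening run, cut at about 8.8% in these data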;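 note: cells exposed to compound for 20 h before luminescence read; 0% = DMSO alone and 100% = MG132 at 30 µM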
Target sequence (P30291 whole entry K328M): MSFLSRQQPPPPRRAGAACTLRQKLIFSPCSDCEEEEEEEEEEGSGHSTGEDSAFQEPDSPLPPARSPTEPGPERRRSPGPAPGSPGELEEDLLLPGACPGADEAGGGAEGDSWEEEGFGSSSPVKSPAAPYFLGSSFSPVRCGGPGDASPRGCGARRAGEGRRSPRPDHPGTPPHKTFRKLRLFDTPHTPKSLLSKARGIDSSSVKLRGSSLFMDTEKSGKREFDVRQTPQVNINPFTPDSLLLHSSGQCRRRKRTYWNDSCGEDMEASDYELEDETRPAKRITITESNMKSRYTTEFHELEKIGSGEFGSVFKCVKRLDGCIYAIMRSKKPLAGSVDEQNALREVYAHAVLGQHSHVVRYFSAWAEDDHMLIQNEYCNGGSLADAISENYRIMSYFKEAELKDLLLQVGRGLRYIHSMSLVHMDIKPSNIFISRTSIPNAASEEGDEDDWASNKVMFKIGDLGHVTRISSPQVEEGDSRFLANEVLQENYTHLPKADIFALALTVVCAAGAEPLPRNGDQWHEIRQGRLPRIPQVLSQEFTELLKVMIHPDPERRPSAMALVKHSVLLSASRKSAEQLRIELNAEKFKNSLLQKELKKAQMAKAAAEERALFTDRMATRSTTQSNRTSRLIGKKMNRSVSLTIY
p97 ATPase inh: inhibitors of human p97 ATPase, primary screen, biochemical | Transitional endoplasmic reticulum ATPase (Homo sapiens), P55072 | recombinant p97 ATPase, Kinase-Glo ATP luminescence, 3 h | inhibition, % at 8 µM | actives 0.42% (n = 220,000) | AID 1481, 2009; in the data active = inhibition above about 15%;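 note: 0% = DMSO vehicle and 100% = wells lacking enzyme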
FXIIa inh: human FXIIa protease inhibitors, primary screen, biochemical, 1536-well | purified FXIIa, Boc-QGR-AMC fluorogenic substrate, 2 h | inhibition, % at 5 µM | actives 0.3% (n = 220,000) | AID 800, 2007; in the data active = inhibition above about 40%;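 note: 0% = enzyme with no compound and 100% = blank without enzyme; many of its hits are not listed in these tables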
The depositor's hits bear a star; x = not tested or not shown; [ ] = dose if it differs, or a comment. Compounds were not picked by outcome. About 4.4% of those tested had a hit in this group.

Below each SMILES – PERK inhibitor	thrombin 1536	FXIa inh 1536	KCC2 mod	KLK5 inh	Furin inhibitor	Wee1 degr inh	p97 ATPase inh	FXIIa inh
CC(C)C(=O)NC(=S)Nc1ccc(S(=O)(=O)N(C)Cc2ccccc2)cc1
  -0.8	8.5	1.4	-1.56	-13.4	-15.1[20 µM]	-1.7	1.0	6.3
COCCNC(=O)C1=NOC(Cn2cc(C#N)c(=O)n(C)c2=O)C1 (centres undefined)
  0.3	-13.3	-4.7	-0.16	-2.8	-18.2	-0.5	5.6	7.1
C[C@@H](C(=O)NCc1ccccn1)[C@@H]1C[C@@]1(C)[C@@H](NC(=O)OCc1ccccc1)c1ccccc1
  -0.2	4.2	9.0	-1.03	-5.8	-15.5	-0.5	3.7	15.8
COc1cccc(C(=O)COc2ccc3c(C)c(Cc4ccccc4)c(=O)oc3c2)c1
  0.0	-5.1	-3.8	1.37	-13.6	-9.9	-0.8	-0.3	8.2
CCCOc1ccc(C2c3c(oc4ccccc4c3=O)C(=O)N2CCN(CC)CC)cc1OC (centres undefined)
  -0.7	-1.0	20.8	x	-20.7	-11.4	1.0	2.7	27.6
O=C(CN1C(=O)NC2(CCCCC2)C1=O)Nc1ccc(F)cc1
  0.7	2.8	-4.0	0.378	-11.9	-18.4	3.5	2.4	0.7
COc1ccc(NC(=O)CC2SC3=NCCN3C2=O)cc1 (centres undefined)
  -0.6	2.4	-6.5	0.235	-4.4	-20.0	4.9	0.4	x
O=c1[nH]c2c(s1)C(c1cccnc1)C1C3CCC(C3)C1S2 (centres undefined)
  0.9	-1.6	1.5	-0.312	5.6	-25.7	3.0	4.0	8.8
C[C@@H]1C=C(C(=O)N2CCN(C)CC2)O[C@H](OCc2ccc(CO)cc2)C1
  1.4	0.2	1.1	0.955	2.4	-32.3	-2.3	5.2	9.1
O=C(NCc1cccnc1)C1CC2c3ccccc3C1c1ccccc12 (centres undefined)
  -0.6	30.0	16.6	x	40.0	-18.2[20 µM]	0.4	2.6	23.0
Cc1cc(C)nc(/N=C(\NC(=O)C(C)(C)C)Nc2ccc(F)cc2)n1
  1.4	-0.4	4.3	0.789	2.6	-20.5	-3.9	3.8	7.8
CNC(=S)N/N=C(\C)c1ccc(C(C)(C)C)cc1
  0.1	7.5	7.0	5.73*	49.2*	-11.3	-0.1	-6.5	19.0
O=C(CC(Nc1ccc(Cl)cc1Cl)C(=O)O)c1ccccc1 (centres undefined)
  0.6	0.9	2.9	0	1.6	-13.4	-1.3	0.5	10.5
O=C(NCCCn1ccnc1)/C(=C/c1ccco1)NC(=O)c1ccco1
  0.1	-1.1	-0.9	-0.0197	-0.6	-14.6	-0.6	3.5	6.7
OCCC1CN(C/C(Cl)=C/c2ccccc2)CCN1C1CCCC1 (centres undefined)
  0.1	-4.2	-5.7	-0.681	-3.7	-29.6	0.1	2.7	2.0
Cc1cc(C(F)F)n2nc(C(=O)Nc3c(F)cc(F)cc3Br)nc2n1
  -0.1	-1.8	3.2	0.0244	2.0	-0.2[20 µM]	8.2	0.0	8.5
C#CCOCCOCCOCCNc1nc(N2CCN(C(=O)[C@H](Cc3ccc(O)cc3)n3cc([C@@H](N)CC(C)C)nn3)CC2)nc(N2CCN(C(=O)[C@H](Cc3ccc(O)cc3)n3cc([C@@H](N)CC(C)C)nn3)CC2)n1
  1.0	-4.6	-0.5	-0.0177	-1.8	-0.4	-1.7	18.2*	4.0
Cc1onc(-c2ccccc2)c1CNC(=O)Nc1cccc(Cl)c1
  -1.0	-7.6	-1.2	x	-1.5	-10.2	6.7	7.6	2.2
O=C(COC(=O)Cc1c(Cl)cccc1Cl)Nc1ccc(OC(F)(F)F)cc1
  0.7	-4.0	6.7	0.0585	-20.0	-18.3	0.6	-0.1	8.7
O=C1C(Cc2ccccc2)S/C(=N/N=C/c2ccco2)N1c1ccccc1 (centres undefined)
  -0.3	-6.2	-7.4	0.342	-2.5	-10.0[20 µM]	-0.9	4.5	-7.3
CCCCCC(=O)Nc1cccc(C2=NOC3(C2)C[C@H](C(N)=O)N(C(=O)CCCCC)C3)c1 (some centres undefined)
  x	-6.8	-1.9	0.0414	-0.5	-21.8	x	x	2.7
COC(=O)C1CCN(c2nc3ccccc3nc2C(C#N)C(=O)NCCc2ccccc2)CC1 (centres undefined)
  -0.5	1.8	-2.1	-1.91	-20.2	-13.4	-0.9	-1.9	6.6
CN(C)C(=O)CN(c1ccc(F)c(Cl)c1)S(C)(=O)=O
  0.7	-3.1	0.3	x	3.0	-17.1[20 µM]	-0.8	0.9	7.4
Cc1ccc(C)c(Cn2cnc3c(nnn3-c3ccc(F)cc3)c2=O)c1
  0.4	-3.0	-4.4	0.0637	-10.5	-11.4	0.8	6.9	5.8
CCN1CNC(=S)N(c2ccccc2C)C1
  1.0	-8.5	2.8	0.431	-8.3	-24.1	-1.8	5.5	2.8
CCC(C)(C)NC(=O)C(c1ccccn1)N(C(=O)c1csnn1)c1ccc(C)cc1 (centres undefined)
  -0.1	-17.0	-5.6	0.0654	-1.2	-13.4	2.3	1.3	6.1
O=[N+]([O-])c1c(NCCO)cc(Sc2nc3ccccc3s2)c2nonc12
  0.7	1.8	7.7	5.33*	-5.4	-3.5[20 µM]	7.7	3.4	20.4
O=C(Cn1cc([N+](=O)[O-])cn1)N1CCc2ccccc2C1
  1.9	-5.0	-6.7	-0.0387	-12.8	-12.5	-1.1	3.9	-1.9
Cc1ccc(OCC(=O)N2CCN(S(=O)(=O)c3ccccc3[N+](=O)[O-])CC2)cc1
  0.8	6.0	0.6	-0.21	1.1	-27.1	2.3	-2.0	x
Cn1cc(C(=O)C(=O)N2CCCc3ccccc32)c2ccccc21
  1.5	0.2	-2.3	-4.35*	-17.5	-16.7	7.7	4.1	-0.7

Some of these compounds in order of length of the SMILES, smallest number first.
Below each SMILES – PERK inhibitor	thrombin 1536	FXIa inh 1536	KCC2 mod	KLK5 inh	Furin inhibitor	Wee1 degr inh	p97 ATPase inh	FXIIa inh
CNC(=S)N/N=C(\C)c1ccc(C(C)(C)C)cc1
  0.1	7.5	7.0	5.73*	49.2*	-11.3	-0.1	-6.5	19.0
OCCC1CN(C/C(Cl)=C/c2ccccc2)CCN1C1CCCC1 (centres undefined)
  0.1	-4.2	-5.7	-0.681	-3.7	-29.6	0.1	2.7	2.0
CN(C)C(=O)CN(c1ccc(F)c(Cl)c1)S(C)(=O)=O
  0.7	-3.1	0.3	x	3.0	-17.1[20 µM]	-0.8	0.9	7.4
Cn1cc(C(=O)C(=O)N2CCCc3ccccc32)c2ccccc21
  1.5	0.2	-2.3	-4.35*	-17.5	-16.7	7.7	4.1	-0.7

Remaining list, next part.
Below each SMILES – PERK inhibitor	thrombin 1536	FXIa inh 1536	KCC2 mod	KLK5 inh	Furin inhibitor	Wee1 degr inh	p97 ATPase inh	FXIIa inh
COC(=O)c1ccc(C2c3c(oc4ccc(Cl)cc4c3=O)C(=O)N2CCN2CCOCC2)cc1 (centres undefined)
  -2.7	-6.5	-2.1	0.94	-1.3	-13.0	-1.6	-4.9	4.6
CCC(=O)NCCCCCCCCCNC(=O)CC
  0.9	-8.4	6.3	-1.34	-15.6	-24.6	3.0	1.3	14.1
CCSc1nc2sc3c(c2c(=O)[nH]1)CCc1ccccc1-3
  0.0	-3.7	4.5	0.992	-19.1	-25.8	-1.7	2.0	8.2
C(=C\c1ccncc1)/c1ccncc1
  1.6	-3.6	-0.7	0.6	-1.7	-9.9	3.4	4.1	7.4
C/C(Cn1nc([N+](=O)[O-])cc1C)=N\NC(=O)COc1ccc(Cl)cc1Cl
  0.5	1.7	9.3	0.302	-5.9	-12.8	0.6	1.9	7.5
Cc1[nH]c2ccccc2c1C(=O)CN1CCSCC1
  -0.6	-4.5	-7.9	0.319	-3.2	-19.5	-0.9	6.5	8.5
CCC(C)(C)C1CCc2[nH]nc(C(=O)NN)c2C1 (centres undefined)
  -1.2	18.8	16.3	-0.628	5.1	-3.9	0.8	-5.0	18.0
Fc1cccc2sc(Nc3nnc(-c4ccco4)o3)nc12
  -2.0	-2.3	-3.3	32.9*	-83.2	-9.9[20 µM]	0.1	1.4	4.2
Cc1ccc(N(C)C(=O)C2CCN(S(=O)(=O)c3ccc4c(c3)oc(=O)n4C)CC2)cc1
  1.6	-3.7	4.2	0.921	-10.8	-24.7	0.0	6.5	5.3
COCCn1nnnc1C(c1ccc(C)cc1)N1CCN(Cc2ccc3c(c2)OCO3)CC1 (centres undefined)
  -0.1	-5.0	0.8	-0.0307	-0.2	-25.4	1.4	2.6	1.4
COc1ccc(NC(=O)c2ccc3nc[nH]c3c2)c(OC)c1
  1.8	-8.7	-3.2	0.345	-5.1	-32.8	-3.0	4.2	x
Cc1ccc(/C=N/NC(=O)C2CCN(Cc3ccc(F)cc3Cl)CC2)o1
  -1.1	-1.8	1.7	-2.06	-0.6	-11.0[20 µM]	-2.8	-2.8	18.7
CN(C)S(=O)(=O)c1cccc(C(=O)OCC(=O)c2c(N)n(C)c(=O)n(C)c2=O)c1
  -0.2	-22.0	-8.7	-0.0276	-2.8	-17.7	2.6	9.1	2.4
Cc1ccccc1-n1c(SCC(=O)c2c(N)n(C)c(=O)n(C)c2=O)nc2sc3c(c2c1=O)CCCC3
  -0.2	-2.7	19.3	0.144	-9.8	-20.3	-0.8	-3.1	24.6
O=C(Nc1ccc(Cl)cc1)NC1CCCCNC1=O (centres undefined)
  1.5	-3.0	6.5	-0.243	2.2	-42.8	-1.9	2.4	2.8
CCc1cccc2c(=O)c(C(=O)N3CCOCC3)c[nH]c12
  -0.6	3.0	-0.8	0.0791	-7.1	-18.9	-1.8	0.2	6.3
Cc1ccc(CC(NC(=O)c2ccccc2)C(=O)NC(CC(C)C)C(=O)O)cc1 (centres undefined)
  0.4	-1.7	2.5	0.634	x	-15.1	1.1	1.8	5.7
COc1ccc(/C=C/c2nnc(NC(=O)c3ccco3)s2)cc1
  0.2	-5.6	-5.2	x	-4.2	-13.6	2.1	-1.7	-1.2
CCOc1ccccc1NC(=O)N1CCC(C(=O)c2ccc(F)cc2)CC1
  -1.8	-0.3	-2.7	-1.21	-4.0	-8.5[20 µM]	-1.2	1.2	5.2
CC(=O)n1cc([C@@H]2C=C(C(=O)Nc3ccccc3)O[C@H](OCCCCO)C2)c2ccccc21
  1.1	-3.4	-2.6	-2.48	0.2	-27.3	-0.1	0.2	5.3
CC1/C(=N/O)CC(c2ccco2)NC1c1ccco1 (centres undefined)
  -0.3	5.0	3.7	-0.307	-3.9	-24.8	1.8	4.0	11.3
C/C(=N\NC(=O)c1cccnc1)c1cc(C)oc1C
  2.7	-2.5	7.6	x	-8.9	-19.0	2.3	5.4	13.6

From PubChem
